Compound activity: PubChem, National Center for Advancing Translational Sciences (NCATS)
D1 agonist: agonists of human D1 dopamine receptor; P21728; HEK293 T-REx D1 cells, calcium flux, agonist mode; activation, % at 2 µM; hit rate 1% among 360,000; AID 504660; further: 0% is about no effect
Target sequence (P21728 whole entry, looked up): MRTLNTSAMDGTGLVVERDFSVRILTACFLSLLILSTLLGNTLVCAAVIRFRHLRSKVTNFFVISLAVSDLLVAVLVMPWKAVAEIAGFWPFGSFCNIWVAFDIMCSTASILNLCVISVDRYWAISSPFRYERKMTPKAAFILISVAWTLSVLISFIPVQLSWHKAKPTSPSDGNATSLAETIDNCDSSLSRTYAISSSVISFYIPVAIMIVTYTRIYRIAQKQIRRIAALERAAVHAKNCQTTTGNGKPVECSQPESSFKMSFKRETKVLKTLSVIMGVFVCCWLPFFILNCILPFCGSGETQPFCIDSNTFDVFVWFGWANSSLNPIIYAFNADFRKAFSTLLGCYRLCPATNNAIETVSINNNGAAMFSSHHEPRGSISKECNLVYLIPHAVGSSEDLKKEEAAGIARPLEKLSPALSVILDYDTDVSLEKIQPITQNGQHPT
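Inducible HEK293 T-REx D1 cells, force-coupled to calcium signalling, were plated at 4000 cells/well with tetracycline and held overnight at 30 C. After no-wash calcium dye loading, compound-evoked calcium rise over 180 s flagged agonists.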
TRHR enhancer: allosteric enhancers of human TRH receptor | P34981 | TRHR cells, fluo-8 calcium fluorescence, EC20 TRH enhancement | enhancement, % at 2 µM | hit rate 0.66% among 360,000 | AID 493056; in the data active means enhancement above about 30%; further: 0% is about no effect
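TRHR-expressing cells loaded with fluo-8 calcium dye were read kinetically (ex 480/em 530) during compound addition, then stimulated with an EC20 of TRH (10 nM final). Enhancement of the Gq-mediated intracellular calcium response was scored.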
D1 antag: human D1 dopamine receptor antagonism | activity change, negative = inhibition, % at 10 µM | hit rate 3.2% among 360,000 | HEK293 TREx D1 cells, calcium flux, dopamine EC80; hits give low values | AID 504652 | P21728; in the data active means activity change below about -30%; further: on the % scale 0 is the no-effect control and ±100 the full control effect
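Inducible Hek293 Trex D1 cells (tetracycline, overnight, 30 C). Calcium dye 30–90 min RT. Antagonist mode: EC80 dopamine added after 180 s compound read.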
D2 agonist: D2 dopamine receptor (human) agonism. P14416. HEK293 T-REx D2 cells, calcium flux agonist mode. activation, % at 2 µM. hit rate 0.53% among 340,000;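 active means activation over 3 SD above normal in the single-dose calcium agonist read, cut at about 30% in these data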; further: 0% is about no effect
Target sequence (P14416 whole entry, looked up): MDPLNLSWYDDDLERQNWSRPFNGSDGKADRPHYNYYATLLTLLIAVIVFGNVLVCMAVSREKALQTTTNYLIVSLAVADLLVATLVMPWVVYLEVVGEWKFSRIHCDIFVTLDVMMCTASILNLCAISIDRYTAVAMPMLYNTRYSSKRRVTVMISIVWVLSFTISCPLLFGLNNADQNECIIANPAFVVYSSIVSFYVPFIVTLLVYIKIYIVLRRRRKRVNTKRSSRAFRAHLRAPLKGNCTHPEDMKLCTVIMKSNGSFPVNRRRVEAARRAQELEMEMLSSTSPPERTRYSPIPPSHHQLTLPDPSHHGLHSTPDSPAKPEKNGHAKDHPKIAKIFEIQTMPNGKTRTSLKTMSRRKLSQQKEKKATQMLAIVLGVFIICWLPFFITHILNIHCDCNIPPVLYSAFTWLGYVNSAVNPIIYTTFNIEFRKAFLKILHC
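Calcium-flux readout, 1 cycle/sec over 180 s following compound pin transfer, in inducible HEK293 Trex D2 cells (force-coupled); dopamine controls included. Positive calcium responses during this window marked compounds as potential agonists.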
D2 PAM: positively modulates the human D2 dopamine receptor allosterically; P14416; HEK293 T-REx D2, calcium flux, EC20 dopamine potentiation; potentiation, % at 10 µM; hit rate 0.34% among 340,000;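 active means potentiation over 3 SD above the plate norm, cut at about 30% in these data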; further: 0% is about no effect
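Potentiation of an EC20 dopamine calcium response measured kinetically over 180 s, after a preceding 180 s compound-only read flagging agonists. Cells: inducible Hek293 Trex D2 line, 4000/well, cultured overnight at 30 C before dye loading.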
D2 antagonist: antagonists of human D2 dopamine receptor | HEK293 TREx D2 cells, calcium flux, dopamine EC80 | inhibition, % at 10 µM | hit rate 2% among 340,000; in the data active means inhibition above about 30%; further: 0% is about no effect
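Dopamine at EC80 is the agonist stimulus; test compounds precede it by 180 s. Calcium flux read kinetically in a force-coupled, inducible HEK293 T-REx D2 cell line.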
RXFP1 antag: antagonists of human relaxin receptor RXFP1; HEK293-RXFP1, relaxin-stimulated cAMP HTRF, 30 min; hits give low values; hit rate 0.59% among 350,000; activity change, negative = inhibition, % at 57.5 µM; Q9HBX9; AID 1259400;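 active means activity change of -60% or lower, but not beyond a set lower limit; inconclusive means change between -60% and -40%, or beyond the set limit; inactive means change above -40%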; further: on the % scale 0 is the no-effect control and ±100 the full control effect
D1 PAM: enhances dopamine response at the human D1 receptor. HEK293 TREx D1 cells, calcium flux, dopamine EC20 potentiation. potentiation, % at 10 µM. hit rate 0.036% among 360,000; in the data active means potentiation above about 30%; further: 0% is about no effect
TRHR agonist: TRH receptor (human) agonism; AID 493084; activation, % at 2 µM; TRHR cells, calcium flux fluo-8, FDSS agonist mode; P34981; hit rate 0.18% among 360,000; further: 0% is about no effect
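In this calcium-flux screen, cells bearing human TRHR are dye-loaded with fluo-8, baselined for 10 cycles, then exposed to library compounds; positive kinetic calcium responses during the agonist phase mark hits, with TRH as control.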
* = called active by the depositor; u = inconclusive; x = not tested or not shown. Unless noted, no stated cut-off is given here; in the data, active means activation above about 30%; inactive means the rest.

SMILES	D1 agonist	TRHR enhancer	D1 antag	D2 agonist	D2 PAM	D2 antagonist	RXFP1 antag	D1 PAM	TRHR agonist
Cc1cccc(-n2c(SCC(=O)O)nc3sc4c(c3c2=O)CCC4)c1	1	0	-7	-0.1	6	4	-4	2	-0.4
N/C(=N\OC(=O)c1cccc(Cn2cc(C(F)(F)F)ccc2=O)c1)c1ccc(Cl)cc1	7	-5	-4	0.3	-3	5	-22	-4	0.2
Cc1cc2nc(NCCCO)n(CC(=O)c3cc(C(C)(C)C)c(O)c(C(C)(C)C)c3)c2cc1C	5	-1	6	0.4	-10	5	x	1	-0.2
Cc1nn(C)c(C)c1NC(=O)CSc1nc(-c2ccccc2Cl)nc2c1cnn2-c1ccccc1	1	2	-15	1.0	1	22	-4	-3	0.2
O=C(NCCOc1ccc(Cl)cc1)c1ccc2ccccc2n1	13	-1	2	0.5	-6	3	-6	0	-0.1
Cc1ccccc1NC(=S)N(CCN1CCCCCC1)Cc1cccs1	1	2	-16	-4.0	-20	8	-13	-5	0.8
C=CCn1c(C)cc(-c2csc(NC)n2)c1C	3	16	9	1.6	-8	5	-7	-7	2.1
CCOC(=O)N1CCN(S(=O)(=O)c2cccc3nsnc23)CC1	2	4	-2	-0.2	0	7	-4	-4	-0.2
COc1ccc(Cl)cc1C(=O)OCC(=O)N(C)CC(=O)Nc1ccc(F)cc1	1	9	7	0.5	-1	14	-12	3	-0.1
CCOc1cc(C)c(Cl)cc1S(=O)(=O)N(C)C	-3	-5	-3	0.2	7	49*	-2	10	-0.4
CNS(=O)(=O)c1cn(CC(=O)N2CCN(c3ccc(C)cc3C)CC2)cc1S(=O)(=O)NC	2	0	-14	-1.1	2	x	-17	-3	-0.5
Cc1cc(C2=CC(C)(c3cc(C)oc3C)Nc3nc(C(F)(F)F)nn32)c(C)o1 (stereo unspecified)	4	1	7	0.8	13	2	x	4	-0.5

Fetched one by one from the list above:
SMILES	D1 agonist	TRHR enhancer	D1 antag	D2 agonist	D2 PAM	D2 antagonist	RXFP1 antag	D1 PAM	TRHR agonist
COc1ccc(Cl)cc1C(=O)OCC(=O)N(C)CC(=O)Nc1ccc(F)cc1	1	9	7	0.5	-1	14	-12	3	-0.1
N/C(=N\OC(=O)c1cccc(Cn2cc(C(F)(F)F)ccc2=O)c1)c1ccc(Cl)cc1	7	-5	-4	0.3	-3	5	-22	-4	0.2
O=C(NCCOc1ccc(Cl)cc1)c1ccc2ccccc2n1	13	-1	2	0.5	-6	3	-6	0	-0.1

The list goes on:
SMILES	D1 agonist	TRHR enhancer	D1 antag	D2 agonist	D2 PAM	D2 antagonist	RXFP1 antag	D1 PAM	TRHR agonist
CCN(CC)S(=O)(=O)c1ccc2c(c1)nc(SCC(=O)N1CCOCC1)n2-c1ccccc1OC	0	-3	6	0.1	13	11	4	-1	0.4
COc1ccccc1N(Cc1ccccc1)S(=O)(=O)c1cccc(C(=O)NC2CC(C)(C)NC(C)(C)C2)c1	2	14	3	-0.1	-10	-3	-28	2	2.2
CNCC(=O)Nc1ccc(OC(F)(F)F)cc1	2	3	3	1.1	-2	-2	0	-4	1.6
Cc1cccc(OC(=O)c2sc3ncn(C)c(=O)c3c2C)c1	4	0	2	1.2	x	6	12	1	0.7
COC(=O)c1ccc(COc2ccc(C=O)cc2OC)o1	4	-2	0	x	3	-13	-3	-4	0.5
C=CC(=O)NCc1ccc(-c2csnn2)cc1	2	-4	-2	0.6	-6	19	1	-3	0.4
Cc1ccc(C(=O)N(Nc2nc3ccccc3s2)C(=O)c2ccc(C)cc2)cc1	10	-16	-20	-1.6	16	-4	-5	-4	-0.2
CCOc1cc(C(=O)Nc2cccc(-c3nc4ccccc4o3)c2)cc(OCC)c1OCC	-2	-8	-3	0.8	0	x	-1	1	0.4
CCOc1ccc(NC(=O)NCc2cccn2C)cc1	0	-8	-42*	0.7	-4	1	-4	-6	0.1
CC(=O)c1ccc(S(=O)(=O)N2CCN(C(=O)c3ccc(COc4ccccc4)o3)CC2)cc1	4	-10	-6	-0.4	15	3	2	-4	-0.2
O=C(NCc1cccs1)C1CCN(S(=O)(=O)c2cccs2)CC1	2	-10	-7	0.1	-12	-1	-22	-2	0.4
O=C(c1ccsc1)N1CCCC(N2CCN(c3cccc(C(F)(F)F)c3)CC2)C1 (stereo unspecified)	1	9	11	0.1	-13	1	0	-2	-0.8

Some entries already given, showing only D1 PAM:
SMILES	D1 PAM
CCN(CC)S(=O)(=O)c1ccc2c(c1)nc(SCC(=O)N1CCOCC1)n2-c1ccccc1OC	-1
COc1ccccc1N(Cc1ccccc1)S(=O)(=O)c1cccc(C(=O)NC2CC(C)(C)NC(C)(C)C2)c1	2
CNCC(=O)Nc1ccc(OC(F)(F)F)cc1	-4
Cc1cccc(OC(=O)c2sc3ncn(C)c(=O)c3c2C)c1	1
COC(=O)c1ccc(COc2ccc(C=O)cc2OC)o1	-4
C=CC(=O)NCc1ccc(-c2csnn2)cc1	-3

(next part)
SMILES	D1 agonist	TRHR enhancer	D1 antag	D2 agonist	D2 PAM	D2 antagonist	RXFP1 antag	D1 PAM	TRHR agonist
Cn1c(=O)[nH]c(=O)c2c1nc(NCCCn1ccnc1)n2Cc1ccc(F)cc1	1	0	-2	1.2	3	-15	1	5	0.7
O=C(NNC(=O)c1ccc2ccccc2c1O)NC1CCCCC1	0	-7	10	-0.4	2	-1	7	-1	0.8
Cc1c(Cl)cccc1NC(=O)CCCn1nc(C)c2sc3ccccc3c2c1=O	0	-2	12	0.4	3	x	-16	1	0.4
O=C(CNC(=O)c1ccc(Cl)cc1Cl)OCc1ccccc1	0	10	-32*	-0.8	-8	17	-7	-5	-0.3
Cc1cc(Cl)ccc1NC(=O)CN1C(=O)C(=O)c2ccccc21	1	0	10	0.8	-4	x	7	-6	-0.7
O=C(NCc1ccccc1F)C1CCN(C(=O)Nc2ccc(F)cc2)CC1	4	-3	-12	1.8	1	12	-2	x	0.0
Cc1csc(=NC(=O)c2ccccc2)n1C	0	-1	-11	-0.6	9	0	5	-3	-0.2
CC(C)CC(=O)NC1(C(F)(F)F)C(=O)N(Cc2ccccc2)C2=C1C(=O)CC(C)(C)C2 (stereo unspecified)	1	-7	2	0.0	-2	11	-3	-6	-1.3
CCSc1nnc(NC(=O)C2CC(=O)N(Cc3ccc(C)cc3)C2)s1 (stereo unspecified)	4	-10	9	-0.2	7	-4	-8	-2	1.2
COc1ccc(-c2oc3ccc(-c4ccc(OC)nc4)cc3c2C#CC2(O)CCCCC2)cc1	4	5	1	2.7	-1	-22	x	-4	0.3
CCNS(=O)(=O)c1ccc(NC(=O)Nc2ccc3c(c2)OCO3)cc1	1	6	-10	0.0	14	-6	-2	1	0.7
CC(=O)c1ccc(NC(=O)CSc2nnc(Cn3c(=O)sc4ccccc43)n2C)cc1	1	-6	-6	x	1	x	x	-3	-0.6
O=C1C(Cl)=C(NCCc2ccccc2)C(=O)N1CCc1ccccc1	0	4	3	0.6	1	-10	7	0	-1.3
O=P(C1=C(N2CCOCC2)/C(=C\c2ccccc2)CC1)(N1CCOCC1)N1CCOCC1	0	-4	8	1.5	-3	8	-16	-4	0.1
Fc1ccc(N2CCN(C(=S)NCC3CCCO3)CC2)cc1 (stereo unspecified)	0	-17	-7	0.7	0	0	1	-5	0.6
CC1(C)Cc2c(c(N3CCCC3)nc3sc4c(N5CCNCC5)ncnc4c23)CO1	1	4	0	0.5	7	-7	7	11	-0.4
C=CCn1c(=NC(=O)c2ccc(S(=O)(=O)N3CCCc4ccccc43)cc2)sc2cc(S(N)(=O)=O)ccc21	2	6	0	0.7	12	6	x	-5	0.7
O=C1c2ccccc2C(=O)N1CN(C(=O)COc1ccccc1)c1ccc(F)cc1	-1	-2	-1	0.9	-6	-8	-4	-12	-0.5
CC(C)(CO)NS(=O)(=O)c1ccc2c(c1)C(=O)c1cc(S(=O)(=O)NC(C)(C)CO)ccc1-2	0	-5	5	2.7	-5	-8	-7	0	-0.1
COc1ccc(NCc2nnc(SCc3ccccc3)n2-c2ccc(OC)cc2)cc1	10	-5	40	-0.9	2	4	1	-5	0.3
O=C(NC(Cc1ccccc1)C(=O)O)c1ccc(S(=O)(=O)N2CCCCC2)cc1 (stereo unspecified)	2	5	0	0.7	1	8	14	-6	1.1
COc1ccc(CN2CCNC(=O)C2CC(=O)NCC2CCOCC2)cc1C (stereo unspecified)	0	3	-4	0.6	-10	-6	-1	2	-0.3
Cc1nn(C)c(C(=O)N2CCc3ccccc32)c1Br	1	1	7	0.1	10	-2	-10	-5	-0.3
CC(=O)Nc1ccc(C(=O)N/C(=C/c2ccccc2)C(=O)N2CCCCC2)cc1	2	0	2	0.5	13	19	-16	-9	0.2
COc1ccc(-c2ccc(SCC(=O)NC3CCCC3)nn2)cc1OC	2	3	37	0.5	-2	4	-16	7	-0.6
C/C(=C\c1ccccc1)CN1CCN(c2ccccc2F)CC1	1	7	-22	18	-29	67*	u	-12	0.1
CCOC(=O)CSc1nnc(NC(=O)c2ccco2)s1	0	1	3	-0.5	-7	-8	9	2	-0.8
CCCCNc1nc(N)nc(-c2cc(Cl)ccc2O)n1	3	3	20	2.0	6	-11	-18	-3	0.1
CC(=O)c1cnc(-c2ccccn2)s1	3	4	3	1.3	-6	7	0	-4	0.6
CCN=C1SC(CC(=O)NCCc2ccc(OC)cc2)C(=O)N1CC (stereo unspecified)	-3	-1	1	-0.7	12	-17	-10	-2	-0.3
COc1cccc(NC(=O)c2ccccc2-c2nc(-c3ccccc3)no2)c1	3	1	-16	-0.5	-21	4	0	-8	-0.1
COc1c(/C=N/Nc2ccc(C(=O)O)cc2)c(CCN(C)C(C)=O)cc2c1OCO2	0	0	16	x	x	x	-5	5	0.1
C=C1N(c2ccccc2)C(=O)OC1(C)C	1	-3	-1	-0.1	8	2	-5	2	-0.6
Cc1ccccc1CC(=O)OCC(=O)Nc1ccc(C)c(S(=O)(=O)N2CCCCC2)c1	79*	-2	-35*	0.9	-2	8	2	x	0.8
COc1ccc(CN2C(=O)c3cccnc3C2=O)cc1S(=O)(=O)NC1CCCCC1	4	3	19	-0.3	1	20	11	-1	-0.2
Cc1n[nH]c(=S)c2nn(-c3ccccc3)c(C)c12	1	-1	-33*	-0.5	-8	-13	x	-9	-0.6
COc1ccc(S(=O)(=O)NC2CC2)cc1Br	0	-6	-7	0.7	0	1	-3	-4	0.3
O=C(Nc1nc(-c2ccccc2)c(-c2ccccc2)s1)c1ccc(S(=O)(=O)N2CCCCC2)cc1	2	2	1	0.8	8	-12	-6	5	-0.2
O=C(NCc1cccs1)c1cc(S(=O)(=O)N2CCOCC2)ccc1N1CCCC1	1	-5	-5	0.1	0	23	-18	-2	-0.3
Cc1ccccc1CN(c1ccc(C(=O)N/N=C/c2ccc(OCC(N)=O)cc2)cc1)S(C)(=O)=O	4	-4	-5	-1.7	6	-3	4	-2	-0.8
COC(=O)C1=CN(Cc2cccs2)C=C(C(=O)OC)C1c1cccc(OC)c1OC	3	5	-7	-0.5	3	-9	6	3	-0.6
O=C(COCc1cc(-c2cccs2)on1)N1CCN(c2ccccc2)CC1	-1	11	13	0.5	-2	x	-21	1	-0.1
CC(=O)c1c(C)oc2ccc(N(C(=O)Oc3ccccc3)S(=O)(=O)c3ccc(Cl)cc3)cc12	2	-2	0	1.1	-11	x	-6	-3	-0.5
